# Bioassay records (PubChem BioAssay)
# TNAP inh hiacc – blocks human TNAP under high phosphate acceptor concentration; P05186; purified TNAP, CDP-star luminescence, 1 M DEA; inhibition, % at 20 µM; actives 0.03% (n = 200,000);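 active means over 50% inhibition of tissue-nonspecific alkaline phosphatase at 20 µM in the single-dose screen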;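 further: plate controls were DMSO wells for no effect and EDTA-quenched wells as full inhibition for full effect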
# TNAP act hiacc – TNAP (human) activation, high acceptor. purified TNAP, CDP-star luminescence, 1 M DEA, 30 min; active compounds read high; 0 = EDTA background, 1 = DMSO-only activity. activation factor at 20 µM. 200,000 tested, under 10 active;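 active means activation factor at least 2 at 20 µM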
#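 Measured by: Luminescent substrate turnover signal | Test system: Human TNAP | Input: TNAP 1/800 final | Dosing: 20 µM single point | Schedule: 30 min, room temperature | Controls: EDTA wells as negative control, DMSO wells as positive control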
# FLuc stim CS – affects firefly luciferase, flagging false hits in luciferase stimulation screens; P08659; ATPlite luciferase biochemical, luminescence, 10 min; 0 = ATP-free wells, 1 = DMSO control; activation factor at 10 µM; 200,000 tested, under 10 active; AID 1027;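 active means luciferase activation factor, scaled between plate controls, of at least 2 with compound at 10 µM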
# Target sequence (P08659 whole entry, looked up): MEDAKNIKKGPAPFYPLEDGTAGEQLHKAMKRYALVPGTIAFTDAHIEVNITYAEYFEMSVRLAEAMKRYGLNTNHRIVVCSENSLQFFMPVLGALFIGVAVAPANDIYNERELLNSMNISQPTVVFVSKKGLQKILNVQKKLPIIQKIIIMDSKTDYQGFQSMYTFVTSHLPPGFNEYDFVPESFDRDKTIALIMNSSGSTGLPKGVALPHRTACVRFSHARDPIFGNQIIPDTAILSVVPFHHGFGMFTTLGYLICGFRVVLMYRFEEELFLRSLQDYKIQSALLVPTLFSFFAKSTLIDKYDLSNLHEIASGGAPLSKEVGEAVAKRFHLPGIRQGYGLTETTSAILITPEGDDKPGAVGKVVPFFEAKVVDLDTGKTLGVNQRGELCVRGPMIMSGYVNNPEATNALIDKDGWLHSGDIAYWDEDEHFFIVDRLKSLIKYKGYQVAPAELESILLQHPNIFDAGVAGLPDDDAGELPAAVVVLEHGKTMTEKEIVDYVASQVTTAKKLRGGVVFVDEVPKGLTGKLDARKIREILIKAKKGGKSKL
#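 assay system = Luciferase/luciferin detection reagent, cell-free biochemical luciferase assay | also added = ATP substrate | times = 10 min post-reagent at room temperature | measured by = luminescence from luciferase reaction | measure = luciferase activation, seen as luminescence increase over controls | benchmarks = low control with PBS replacing ATP, high control enzyme plus ATP without compound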
# FLuc inh counter – counter-screen for luciferase assay inhibitors: firefly luciferase inhibition; actives 1.5% (n = 200,000); ATPLite firefly luciferase biochemical luminescence, 10 min; P08659; inhibition, % at 10 µM;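 active means inhibition above about 50% when tested at 10 µM, limit read from the data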
# PMI act satM6P – increases human PMI activity with near-saturating mannose 6-phosphate; P34949; coupled PMI enzyme assay, resazurin fluorescence, 20 min; active compounds read high; 1 = untreated enzyme, 0 = substrate-free blank; activation factor at 20 µM; actives 0.34% (n = 190,000); AID 1216;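 active means activation factor of 2 or more at 20 µM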
# Target sequence (P34949 whole entry, looked up): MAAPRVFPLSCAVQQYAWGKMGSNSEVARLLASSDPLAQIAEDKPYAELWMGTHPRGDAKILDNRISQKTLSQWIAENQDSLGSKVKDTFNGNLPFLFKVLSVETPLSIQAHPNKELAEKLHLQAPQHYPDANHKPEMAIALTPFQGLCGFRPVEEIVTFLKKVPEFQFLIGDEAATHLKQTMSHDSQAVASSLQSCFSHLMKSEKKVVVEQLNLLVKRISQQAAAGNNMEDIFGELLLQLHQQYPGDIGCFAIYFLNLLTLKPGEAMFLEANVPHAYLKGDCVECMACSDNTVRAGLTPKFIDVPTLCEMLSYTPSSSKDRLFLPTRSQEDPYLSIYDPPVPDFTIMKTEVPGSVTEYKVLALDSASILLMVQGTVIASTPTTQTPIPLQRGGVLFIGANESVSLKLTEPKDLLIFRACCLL
#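 Test system: human phosphomannose isomerase with PGI, G6PDH, diaphorase coupling enzymes; amount: 15 ng/mL PMI; incubation: enzyme reaction with compound 20 min at room temperature; technique: resorufin fluorescence (Ex 544/Em 590 nm) from resazurin via diaphorase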
# APP 5'UTR act – activates APP 5'UTR luciferase reporter. SH-SY5Y APP 5'UTR luciferase reporter, luminescence; zero percent = DMSO vehicle wells. activation, % at 2 µM. actives 1% (n = 190,000). AID 1276;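 active means activation above a set limit, based on mean plus 3 SD of controls, cut at about 140% in these data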; further: values of inactives mirror those of a sister screen read the other way
# TNAP inh noacc – inhibitors of human TNAP without phosphate acceptor; P05186; purified TNAP, CDP-star luminescence, 30 min; inhibition, % at 20 µM; actives 0.26% (n = 200,000); AID 1012;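 active means tissue-nonspecific alkaline phosphatase inhibition above about 50% at 20 µM in the single-dose screen, limit read from the data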;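 further: 0% = DMSO negative control and 100% = EDTA positive control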
# PMI act – increases human mannose-6-phosphate isomerase activity; actives 0.005% (n = 190,000); activation factor at 20 µM; purified human PMI, coupled resazurin fluorescence, 20 min; active compounds read high; 1 = vehicle control, 0 substrate-free wells;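 active means activation factor of 2 or more at 20 µM, relative to plate controls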
# NF-kB expr up – NF-kB expression increase, human neuronal cells | NF-kB reporter expression; active compounds read high | fold change at 12.5 µM | actives 1.6% (n = 190,000); in the data active means fold change above about 3.3
# bIAP activator – intestinal alkaline phosphatase (bovine) activation; purified bovine IAP, CDP-star luminescence, 30 min; active compounds read high; fold of DMSO-control signal, blank-subtracted; activation factor at 20 µM; actives 0.17% (n = 200,000);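 active means activation factor of 2 or more at 20 µM, a signal rise over negative controls twice the positive control's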
# * marks the source's active call; other numbers are inactive results; . = not tested or not shown.
SMILES,TNAP inh hiacc,TNAP act hiacc,FLuc stim CS,FLuc inh counter,PMI act satM6P,APP 5'UTR act,TNAP inh noacc,PMI act,NF-kB expr up,bIAP activator
COc1ccc(C2CC(=O)n3c(nc4ccccc43)S2)cc1OC (configuration not stated),5,1,1,-3,1,2,-4,1,0.88,1
Cc1c(NC(=O)C2CCCN2S(=O)(=O)c2ccc(Cl)cc2)c(=O)n(-c2ccccc2)n1C (configuration not stated),-9,1.1,1.1,-7,1,1,-17,1,0.92,1
COc1ccc2[nH]c3c(c2c1)CCNC3C1CC=C(C)CC1 (configuration not stated),-10,1.1,1.1,-7,1.1,-27,-10,1,1.1,1
CS(=O)(=O)N1CCc2cc(S(=O)(=O)N3CCN(Cc4ccc5c(c4)OCO5)CC3)ccc21,-1,1,1,-2,1,-4,-4,0.9,1.2,1.1
CCOC(=O)NC1(Nc2ccc(C)cc2)Oc2ccccc2O1,8,0.9,1,2,0.4,-22,5,0.3,1.6,0.9
COc1cc2nc(C3CCC3)nc(N3CCN(c4ccccc4OC)CC3)c2cc1OC,1,1,1,-3,0.8,-11,1,0.8,0.39,0.7
Cc1ccc(NC(=O)c2ccc(CNS(=O)(=O)c3cccc(C(F)(F)F)c3)cc2)cc1,-8,1.1,1.1,-8,1,-17,-10,1,1,0.7
Cc1ccc(NC(=O)NC2CCCCC2)cc1S(=O)(=O)N1CCOCC1,-6,1.1,1.1,-6,1.1,-2,-38,1.1,1.1,1.2
CCCCn1nc(CC(=O)O)c2ccccc2c1=O,-3,1,1,-1,1.1,11,-13,1.1,1.2,1
Cc1ccc(S(=O)(=O)/N=C(\N)Nc2nc(C)c3cc(C)c(C)cc3n2)cc1,-6,1.1,1.1,-7,1,-4,-16,0.9,0.98,0.9
COC(=O)C1=C(N)Oc2cc(C)n(Cc3cccnc3)c(=O)c2C1c1ccc(OC)c(OC)c1 (configuration not stated),-6,1.1,1.1,-9,1,-11,-11,1,0.89,1
O=C(NC1CCCCC1)C1CCN(S(=O)(=O)N2CCCCCC2)CC1,-4,1,1,2,1.1,14,7,1.1,0.8,0.9
COc1ccc(/C=C/C(=O)Nc2cccc(F)c2)cc1S(=O)(=O)N1CCOCC1,-3,1,1,-1,0.9,-15,-14,0.9,0.78,0.9
CNC(=O)c1nnn(-c2ccccc2)c1C(=O)NC,-6,1.1,1.1,-9,1,-19,-12,1,1.2,0.9
COc1ccc(CN2CCNC(=O)C2CC(=O)O)cc1OC (configuration not stated),0,1,1.1,-5,1.2,1,-8,1.1,0.95,0.9
O=C(O)CCCn1nc(C(F)(F)F)c2c1CCCCC2,2,1,1,0,1,-6,-2,1,1,1
Cc1c(NC(=O)CSc2nnc3sc4ccccc4n23)c(=O)n(-c2ccccc2)n1C,-1,1,1.1,-7,1,-21,-11,1,0.9,1
CC(=O)N1CCc2cc(S(=O)(=O)NCCC(=O)Nc3cccc(C)c3)ccc21,-1,1,1,0,0.9,-15,-6,0.9,1,0.9
CCn1c(=O)cc(OCC(=O)Nc2cccnc2)c2ccccc21,-5,1,1,-5,1,3,-10,1,1.1,1.1
COC(CNC(=O)C1CCCN(S(=O)(=O)c2c(C)noc2/C=C/c2cccs2)C1)OC (configuration not stated),-1,1,1,2,0.9,-7,-9,0.9,0.81,1.1
Cc1ccc(SCc2cc(=O)[nH]c(N3CCN(C)CC3)n2)cc1,-2,1,0.9,6,1,1,-9,0.9,1.4,0.8
O=C(COC(=O)C1(c2ccccc2F)CCCC1)NC1CCS(=O)(=O)C1 (configuration not stated),-2,1,1.1,-7,1,-15,-12,1,1.1,0.9
S=C(Nc1ccc(Cl)cc1)c1nc2ccccc2s1,-4,1,1,2,1,65,-11,1,1.6,1
CCCNC(=O)NC(=O)COC(=O)/C=C/c1cc(Br)ccc1F,-2,1,1,-2,1,9,-4,1,1.2,1
COc1ccccc1CNn1c(-c2cccc(C)c2)nc2ccccc2c1=O,0,1,1,1,1,-10,0,0.9,0.58,1.1

# More results follow.
SMILES,TNAP inh hiacc,TNAP act hiacc,FLuc stim CS,FLuc inh counter,PMI act satM6P,APP 5'UTR act,TNAP inh noacc,PMI act,NF-kB expr up,bIAP activator
COC(=O)COc1ccc(S(=O)(=O)N2CCN(c3ccc(OC)cc3)CC2)cc1,3,1,1,0,0.8,16,-4,0.9,1.2,1
CCOCC(=O)N1CCN(c2ccc([N+](=O)[O-])cc2)CC1,12,0.9,1,-4,0.9,-15,4,1,1.3,0.9
CCOC(=O)N1CCC(NC(=O)C2CCN(S(=O)(=O)N3CCC(C)CC3)CC2)CC1,-8,1.1,1.1,-7,1,0,-14,1,1.5,1
O=C(CN1C(=O)NC2(CCCc3ccccc32)C1=O)N1CCc2ccccc2C1 (configuration not stated),1,1,1,-3,0.8,8,-3,0.8,0.91,1
CCC(C)[C@H](N)c1cn([C@@H](Cc2ccc(O)cc2)C(=O)N2CCNCC2)nn1 (some centres not stated),-5,1.1,1.1,-6,1.1,-11,-10,1.1,1.4,0.9
Cc1cccc(/C=N\Nc2cn[nH]c(=O)c2Cl)c1,-4,1,0.9,6,1,19,-7,0.9,1.4,1
COc1cccc(Nc2nc3ccccc3nc2NS(=O)(=O)c2cccs2)c1,-4,1,1.1,-8,0.9,6,-10,0.9,0.74,1
CCOC(=O)N1CCN(C(=O)Cn2ncn3nc(-c4cccs4)cc3c2=O)CC1,-4,1,1,-1,0.8,-13,-14,0.9,0.98,0.9
CC(C)CNc1nc(Oc2ccc(=O)[nH]n2)nc(N2CCOCC2)n1,0,1,1,-3,1.1,13,-11,1,0.99,1
COc1cccc(CNC(=O)c2ccccc2N)c1,-3,1,1,5,0.9,7,-9,0.8,1.1,0.9
CC1CCN(c2ccccc2NC(=O)c2ccc(F)cc2)CC1,-4,1,1,-1,0.9,3,-23,0.9,0.72,0.5
CCSc1nnc(NC(=O)[C@@H](NC(=O)c2ccccc2)C(C)C)s1,-4,1,1.1,-6,1.1,-9,-14,1,0.89,0.9
CC(OC(=O)C1=COCCO1)C(=O)Nc1cc(S(=O)(=O)N2CCCCC2)ccc1Cl (configuration not stated),-5,1,1.1,-6,1.1,1,-5,1.1,0.71,1
Cc1ccc(-c2nn(CCC(=O)O)cc2/C=C\C(=O)c2ccc(Br)cc2)cc1,-4,1,1.1,-6,1,-5,1,1,1.1,1.1
Cc1cccc(C2c3[nH]c4ccccc4c3CCN2C(=O)Cc2nc(-c3ccccc3)n[nH]2)n1 (configuration not stated),-6,1.1,1.1,-5,0.8,-4,7,0.7,.,1.1
O=C(/C=C/c1ccccc1)Nc1ccc(Cl)cn1,-4,1,0.8,22,0.7,80,-7,0.9,3.2,0.8
CN(CC(=O)Nc1ccccc1Sc1ccccc1)Cc1nc2ccccc2c(=O)[nH]1,-5,1.1,1,0,0.9,-8,-164,0.9,0.75,1.6
CCCc1nnc(NC(=O)CCCC(=O)O)s1,-2,1,1,-4,1.1,7,-9,1.1,1,0.9
COC(=O)C1=C(C)N=C2SCCC(=O)N2C1/C=C/c1ccccc1 (configuration not stated),-3,1,1.1,-6,0.9,10,-2,0.8,0.87,1
Cc1ccc(NC(=S)NC(=O)c2ccc(-c3ccc(Cl)cc3)o2)c(O)c1,10,0.9,1,-3,0.9,5,2,1,0.79,0.8
CCOC(=O)c1[nH]c(C)c(C(=O)N2CCN(c3ccc(OC)cc3)CC2)c1C,-1,1,1,0,0.8,-16,3,0.9,0.94,1.2
CC(C)NC(=O)COC(=O)/C=C/c1ccco1,-2,1,1,2,1,18,-6,1.1,0.96,1
O=C(NC(=O)c1ccc(Cl)c(Cl)c1)OC1CCS(=O)(=O)C1 (configuration not stated),-3,1,1,-3,0.9,8,-11,0.9,1.3,0.9
Cc1cc(NC(=O)COC(=O)c2c(C)noc2C)ccc1Br,-4,1,1,-3,1,-4,-4,1,1.2,0.9
COc1ccc(-c2nn(-c3ccccc3)cc2C(=O)N2c3ccc(C)cc3C3CN(C)CCC32)cc1 (configuration not stated),-3,1,1,-4,0.8,3,0,0.9,0.81,1.2

# Later entries:
SMILES,TNAP inh hiacc,TNAP act hiacc,FLuc stim CS,FLuc inh counter,PMI act satM6P,APP 5'UTR act,TNAP inh noacc,PMI act,NF-kB expr up,bIAP activator
COc1cc(NC(=O)COC(=O)c2ccc(C)c(S(=O)(=O)N3CCCCC3)c2)c(C)cc1[N+](=O)[O-],2,1,1.1,-6,1,10,-12,0.9,0.73,1
Cc1cc2cc(CNC(=O)CC(C)C)ccc2n1C,-4,1,1.1,-7,1.1,14,3,1.1,1.1,1
Cc1cc(O)c(Oc2cc(C)cc(O)c2O)c(O)c1,7,0.9,1.1,-5,0.5,-15,31,0.2,0.87,1
COc1ccc2c(c1)OC/C(=C/c1cccs1)C2=O,1,1,0.1,87*,0.9,131,-1,0.9,6.9*,1
O=C(COC(=O)c1ccc(Cl)nc1)NCc1ccco1,-3,1,1.1,-8,0.7,5,2,1,1.1,1
CN1C(=O)/C(=C/c2cc(C(C)(C)C)c(O)c(C(C)(C)C)c2)NC1=S,46,0.5,1.1,-5,1.1,1,21,1,0.47,0.9
CCOc1ccc(Cn2c(SCCCCC#N)nc3c2c(=O)n(C)c(=O)n3C)cc1OCC,-9,1.1,1.1,-10,1,3,1,1.1,0.68,1
NNC(=O)CCc1nc2ccccc2[nH]1,-6,1.1,1,-3,1,18,-16,1.1,1.2,1
Cc1ccccc1OCc1nc2ccccc2c(=O)n1/N=C/c1cccc([N+](=O)[O-])c1,-4,1,1,3,1.1,51,3,1,0.87,0.8
O=C(NCC1CCCO1)Nc1ccc(Cl)cc1 (configuration not stated),2,1,1,2,1,-4,5,1,1.6,1
COc1ccc(Nc2ncc(C(=O)N3CCN(c4ccc(F)cc4)CC3)c3ccccc23)cc1,-4,1,1,-5,0.9,14,-7,0.8,0.41,1

# A different layout for some results above.
# Each structure is followed by: TNAP inh hiacc, TNAP act hiacc, FLuc stim CS, FLuc inh counter, PMI act satM6P, APP 5'UTR act, TNAP inh noacc, PMI act, NF-kB expr up, bIAP activator
> O=C(COC(=O)c1ccc(Cl)nc1)NCc1ccco1
 : -3, 1, 1.1, -8, 0.7, 5, 2, 1, 1.1, 1
> CN1C(=O)/C(=C/c2cc(C(C)(C)C)c(O)c(C(C)(C)C)c2)NC1=S
 : 46, 0.5, 1.1, -5, 1.1, 1, 21, 1, 0.47, 0.9
> CCOc1ccc(Cn2c(SCCCCC#N)nc3c2c(=O)n(C)c(=O)n3C)cc1OCC
 : -9, 1.1, 1.1, -10, 1, 3, 1, 1.1, 0.68, 1
> NNC(=O)CCc1nc2ccccc2[nH]1
 : -6, 1.1, 1, -3, 1, 18, -16, 1.1, 1.2, 1
> Cc1ccccc1OCc1nc2ccccc2c(=O)n1/N=C/c1cccc([N+](=O)[O-])c1
 : -4, 1, 1, 3, 1.1, 51, 3, 1, 0.87, 0.8
> O=C(NCC1CCCO1)Nc1ccc(Cl)cc1 (configuration not stated)
 : 2, 1, 1, 2, 1, -4, 5, 1, 1.6, 1
